MBNL1 CUG block – blocks human MBNL1 binding to CUG repeat RNA. TR-FRET MBNL1-His/biotin-(CUG)12 binding, 665/545 ratio. Potency, µM (series often up to 57.5 µM), for inactives: at the top dose activity change, negative = inhibition, most hits filed as inhibitors. hit rate 0.036% among 280,000; active means well fitted inhibition curve with a large enough effect in the signal ratio, with a control signal flat, not every such curve was filed as active; inconclusive means small, poorly fitted or top-dose-only effect, or effect the other way, or a change in a side signal; inactive means no such curve, though single readings can be large or run the other way; the % refers to the signal ratio; further: potency means the concentration at half of the fitted maximal effect; on the % scale 0 is the no-effect control and ±100 the full control effect
Target sequence (Q9NR56 whole entry, looked up): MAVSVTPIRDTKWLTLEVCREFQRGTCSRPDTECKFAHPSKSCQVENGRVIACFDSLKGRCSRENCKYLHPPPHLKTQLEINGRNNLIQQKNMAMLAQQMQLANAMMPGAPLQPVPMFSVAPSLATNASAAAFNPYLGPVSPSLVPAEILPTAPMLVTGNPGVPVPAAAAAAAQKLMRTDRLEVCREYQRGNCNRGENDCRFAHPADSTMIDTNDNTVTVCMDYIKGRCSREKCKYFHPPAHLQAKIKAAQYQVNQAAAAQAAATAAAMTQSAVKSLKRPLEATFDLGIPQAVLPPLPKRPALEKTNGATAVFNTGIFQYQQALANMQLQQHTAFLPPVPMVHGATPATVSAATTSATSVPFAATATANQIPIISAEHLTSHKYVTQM
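Ratiometric TR-FRET (665 over 545 nm, excitation 340 nm) tracks disruption of MBNL1-His/biotin-(CUG)12 complex after 60 min at room temperature, with compounds at 92 nM to 58 uM final.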
AT treatment – potential ataxia-telangiectasia treatment; hit rate 0.19% among 320,000; […] A-T fibroblasts, KAP-1 phosphorylation AlphaLISA; neocarzinostatin DNA damage 30 min before lysis; Potency, µM (series often up to 57.5 µM), without a hit: at the highest dose activation, most hits filed as activators; further: potency means the concentration at half of the fitted maximal effect; % of control where 0% means no effect; nearly all actives have a fitted effect of over 45% in size
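ATM-like activity read as KAP-1 phosphorylation via AlphaLISA donor/acceptor antibody pairs after lysis and 6 hr at 25C. Cells were ATM-null patient fibroblasts ([…], hTERT), dosed 60 min, then exposed to the DSB inducer NCS for 30 min.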
CXXC DNA block – inhibitors of human MLL CXXC domain-DNA interaction. Potency, µM (top dose mostly 115 µM), for the others: at the highest dose activity change, negative = inhibition, hits mostly inhibitors. MLL-CXXC / FITC-HOXA9 DNA fluorescence polarization. hit rate 0.037% among 290,000. Q03164; active means well fitted inhibition curve with a large enough effect in the polarisation, with a control signal flat, not every such curve was filed as active; inconclusive means small, poorly fitted or top-dose-only effect, or effect the other way, or a change in a side signal; inactive means no such curve, though single readings can be large or run the other way; the % refers to the polarisation; further: potency means the concentration at half of the fitted maximal effect
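Steps: dispense CXXC domain solution (7 uM) → pin compounds or unlabeled HOX-A9 DNA control → 5 min ambient → add FLSN-HOX-A9 solution (50 nM) → spin → 30 min ambient → fluorescence polarization. Tris pH 7.5/NaCl/DTT/BSA buffer.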
KCNH2 3.1 inh – inhibitors of human KCNH2 3.1 potassium channel isoform; U2OS KCNH2 3.1, thallium flux FluxOr; hits give low values; activity change, % (tested at about 1.8 µM); hit rate 0.95% among 340,000;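 active means maximum activity change below -70%; inconclusive means maximum activity change from -70% to -50%; inactive means maximum activity change above -50%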;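 further: thallium influx rate constant from kinetic fluorescence after stimulation buffer; on the % scale 0 is the no-effect control and ±100 the full control effect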
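Thallium flux via FluxOr fluorescence (Red40 quencher, 45 min loading) in U2OS cells virally expressing the KCNH2 3.1 isoform (1.77 x 10^8 /mL virus, overnight at 37 C). Rate constants from 2-min kinetic reads post-stimulation, normalised to positive and negative controls.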
Integrin act MD – integrin-mediated muscular dystrophy alleviation activation. Potency, µM (doses to about 38.3 µM), for the others: top-dose activation, hits mostly activators. hit rate 0.064% among 350,000. alpha7betagal myoblasts, beta-gal FDG fluorescence, 48 h;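 further: potency means the concentration at half of the fitted maximal effect; 100% = response of the positive control SU9516; nearly all actives have a fitted effect of over 60% in size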
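Alpha7betagal+/- myoblasts (passage 13) were plated 16-24 hr, then exposed to compounds (1:260 dilution of DMSO stock) for 48 hours at 37C. After MPER lysis, β-galactosidase reporter activity was read as FDG fluorescence (ex 480/em 540) after 30 minutes.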
KCNH2 WT inh – KCNH2 (human, wildtype) channel inhibition; Q12809; U2OS, BacMam KCNH2, thallium flux FluxOr; hits give low values; activity change, % at 1.84 µM; hit rate 0.37% among 340,000;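 active means maximum activity change below -70%; inconclusive means maximum activity change between -70% and -50%; inactive means maximum activity change above -50%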; further: on the % scale 0 is the no-effect control and ±100 the full control effect
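U2OS cells were transduced with wild-type KCNH2 virus (2.03 x 10^8 / mL) for 4 h at room temperature, then cultured overnight at 37 C. Thallium flux was read with FluxOr dye. Rate constants were normalized to DMSO controls.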
FBPA coupling cs – inhibits coupling enzyme system, counter-screen for aldolase hits; coupling enzyme system counterscreen, AmpLite Red fluorescence; activity change, negative = inhibition, % at 58.2 µM, hits read low; hit rate 0.67% among 290,000; AID 2472; in the data active means activity change below about -30%; further: on the % scale 0 is the no-effect control and ±100 the full control effect
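Final compound at 57.5 uM, incubated 10 min at RT with coupling enzyme reagent (glyceraldehyde-3-phosphate), then 20 min with substrate and AmpLite Red detection. Fluorescence read at 525/598 nm; tests interference with the coupling assay, not aldolase inhibition.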
TRPV1 agonist – activates the human vanilloid receptor TRPV1. Q8NER1. activation, % at 8.33 µM. hit rate 0.19% among 320,000. TRPV1-expressing cells, Fluo-8 calcium influx, agonist mode; in the data active means activation above about 80%; inconclusive means between about 30% and that limit; further: 0% is about no effect
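Cells expressing TRPV1 were dye-loaded with Fluo-8 and read kinetically: 10 s baseline, 3 min after compound (agonist portion), then 2 min after EC20 capsaicin (allosteric enhancer portion). Calcium-bound dye fluorescence at 480/520 nm.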
S-ASM inh – human S-ASM enzyme inhibition | placental ASM, HMU-PC fluorogenic substrate, 60 min | Potency, µM (series often up to 57.5 µM), without a hit: top-dose activity change, negative = inhibition, hits mostly inhibitors | hit rate 0.006% among 340,000 | AID 504937; further: potency means the concentration at half of the fitted maximal effect
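Fluorogenic HMU-PC substrate (9 uM final) is turned over by placental ASM in 60 min at 37 C after a 10 min compound preincubation. Reaction ended by alkaline stop (pH 10), with fluorescence read at 386/447 nm.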
GALK inh – blocks human galactokinase activity. P51570. Purified GALK, Kinase-Glo residual ATP luminescence. Potency, µM (series often up to 57.5 µM), for inactives: top-dose activity change, negative = inhibition, actives largely listed as inhibitors. hit rate 0.007% among 270,000. AID 1868; further: potency means the concentration at half of the fitted maximal effect; on the % scale 0 is the no-effect control and ±100 the full control effect
Target sequence (P51570 whole entry, looked up): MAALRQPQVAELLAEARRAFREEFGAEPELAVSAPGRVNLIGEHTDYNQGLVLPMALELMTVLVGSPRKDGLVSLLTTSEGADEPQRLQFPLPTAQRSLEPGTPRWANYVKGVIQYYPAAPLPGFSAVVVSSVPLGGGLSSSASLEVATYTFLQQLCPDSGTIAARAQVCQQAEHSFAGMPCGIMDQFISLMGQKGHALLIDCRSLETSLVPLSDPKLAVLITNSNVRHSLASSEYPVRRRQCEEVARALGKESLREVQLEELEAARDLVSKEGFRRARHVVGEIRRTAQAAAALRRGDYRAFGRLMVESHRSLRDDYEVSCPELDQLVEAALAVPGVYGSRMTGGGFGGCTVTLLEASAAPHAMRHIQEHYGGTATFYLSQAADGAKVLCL
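ATP-depletion format; final 35 uM ATP, 100 uM D-galactose, 5 nM enzyme; pH 8.0 HEPES/Mg2+ buffer; 60 min RT; luminescence read 10 min after detection reagent.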
Starred values were filed as active, the others as inactive; ? = inconclusive; / = not tested or not shown; [ ] = another dose, or the depositor's remark. Unless noted, the call rests on the fitted dose curve; in most records, active means well fitted curve in the direction sought with a large enough effect; inconclusive means small, poorly fitted or top-dose-only effect, or another doubt; inactive means no such curve, though single readings can be large; an effect the other way counts as inactive or inconclusive. This is a random part of the collection, and some 2% of all compounds hit somewhere here.

SMILES	MBNL1 CUG block	AT treatment	CXXC DNA block	KCNH2 3.1 inh	Integrin act MD	KCNH2 WT inh	FBPA coupling cs	TRPV1 agonist	S-ASM inh	GALK inh
O=C(NC(=S)N1CCc2ccccc21)c1ccc(Br)o1	1%	-3%	-11%	-42	4%	-34	1	4	8%	0%
Cc1nc(NC2=NCN(CCCN3CCOCC3)CN2)nc2c(C)cccc12	-15%	2%	-4%	-3	0%	3	0	-7	12%	-2%
COc1ccc(C)cc1N1C(=N)/C(=C2/Nc3ccccc3S2)C(c2ccccc2)C1=O (configuration not stated)	-17%	6%	-15%	?	-61%[inhibitor]	1	-6	6	9%	0%
O=C(OCc1cc(=O)n2ccsc2n1)c1ccccc1O	/	2%	/	7	15%	-4	/	/	0%	/
CCN1C(=O)c2ccccc2S(=O)c2ccc(C(=O)NCCCN3CCCC3=O)cc21 (configuration not stated)	2%	8%	3%	11	0%	4	2	-2	6%	-3%
CCN1C(=O)c2ccccc2S(=O)c2ccc(C(=O)N3CCCCCC3)cc21 (configuration not stated)	13%	4%	8%	7	-8%	-2	0	-2	0%	1%
CC1=CC(C)(C)N(C(=O)Nc2ccccc2)c2ccccc21	-1%	0%	?	8	18%	-1	3	1	22%	-1%
Cc1nc(N2CCN(S(=O)(=O)c3ccc(F)cc3)CC2)c2c(-c3cccs3)csc2n1	6%	1%	-9%	-8	-44%	2	0	3	0%	-2%
C/C(=N/NC(=O)CNC(=O)C1COc2ccccc2O1)c1ccc2c(c1)OCCO2 (configuration not stated)	/	2%	6%	25	-13%	2	1	2	-2%	-1%
O=C(OCCN1CCCCC1)c1ccccc1Br	?	-9%	?	-6	22%	-6	2	5	3%	-8%
COc1ccc(Br)cc1CN1C(=O)NC2(CCCCCC2)C1=O	-4%	0%	4%	29	0%	-6	0	7	-3%	-2%
CC(C)(C)c1ccc(-c2nnc(SCC(=O)NC3CC3)o2)cc1	/	9%	/	2	?	-8	/	?	2%	/
CCSc1nc2sc3c(c2c(=O)n1-c1ccccc1)CCN(C(C)C)C3	12%	-2%	15%	9	-11%	3	0	-4	28%	/
Cc1ccc(S(=O)(=O)N2CCOCC2)c2nsnc12	?	2%	1%	-4	-39%	-13	-3	-4	3%	0%
CC(C)COC(=O)N1CC(O)CC1C(=O)Nc1ccc2c(c1)OCO2 (configuration not stated)	/	8%	/	-35	1%	1	/	-2	4%	/
Cc1nnc(C)c2c(C)n(Cc3ccc4c(c3)OCO4)c(C)c12	5%	3%	7%	14	-52%[inhibitor]	15	2	-2	34%[activator]	0%
CC(=O)N(Cc1cc(=O)[nH]c2ccccc12)c1ccccc1	3%	3%	0%	-8	8%	2	-1	-3	0%	-2%
Cc1oc(-c2cccs2)nc1CS(=O)CC(=O)NCc1ccc2c(c1)OCO2 (configuration not stated)	4%	-14%	1%	16	-4%	4	2	9	4%	-2%
CCCc1nc(SCC(=O)O)c2sc(=S)n(-c3ccccc3)c2n1	-1%	-4%	?	7	12%	-4	23	1	-3%	-2%
COc1ccc(S(=O)(=O)c2snnc2C)cc1	-5%	-9%	2%	-9	-6%	3	1	-2	0%	-2%
CC(Sc1nnc(C(F)(F)F)n1C)C(=O)Nc1ccc(N2CCOCC2)cc1 (configuration not stated)	/	-3%	/	-186*	14%	-140*	/	/	-1%	/
C/C(=C\COc1ccc2ccc(=O)oc2c1)CC[C@@H](O)C(C)(C)O	/	14%	/	4	-14%	-10	/	-5	32%[activator]	/
CN(CC(=O)NCCc1ccc(S(N)(=O)=O)cc1)S(=O)(=O)/C=C/c1ccccc1	-7%	5%	-9%	8	-23%	1	1	-1	4%	10%
Cc1ccc(NC(=O)Nc2nnc(CSCCOc3ccc(Cl)cc3)s2)cc1	-4%	-2%	3%	3	-19%	-5	5	-1	0%	5%

9 entries out of the list, ordered by SMILES length, low to high:
SMILES	MBNL1 CUG block	AT treatment	CXXC DNA block	KCNH2 3.1 inh	Integrin act MD	KCNH2 WT inh	FBPA coupling cs	TRPV1 agonist	S-ASM inh	GALK inh
COc1ccc(S(=O)(=O)c2snnc2C)cc1	-5%	-9%	2%	-9	-6%	3	1	-2	0%	-2%
O=C(NC(=S)N1CCc2ccccc21)c1ccc(Br)o1	1%	-3%	-11%	-42	4%	-34	1	4	8%	0%
COc1ccc(Br)cc1CN1C(=O)NC2(CCCCCC2)C1=O	-4%	0%	4%	29	0%	-6	0	7	-3%	-2%
CC(=O)N(Cc1cc(=O)[nH]c2ccccc12)c1ccccc1	3%	3%	0%	-8	8%	2	-1	-3	0%	-2%
Cc1nnc(C)c2c(C)n(Cc3ccc4c(c3)OCO4)c(C)c12	5%	3%	7%	14	-52%[inhibitor]	15	2	-2	34%[activator]	0%
CCSc1nc2sc3c(c2c(=O)n1-c1ccccc1)CCN(C(C)C)C3	12%	-2%	15%	9	-11%	3	0	-4	28%	/
CC(Sc1nnc(C(F)(F)F)n1C)C(=O)Nc1ccc(N2CCOCC2)cc1 (configuration not stated)	/	-3%	/	-186*	14%	-140*	/	/	-1%	/
C/C(=N/NC(=O)CNC(=O)C1COc2ccccc2O1)c1ccc2c(c1)OCCO2 (configuration not stated)	/	2%	6%	25	-13%	2	1	2	-2%	-1%
CN(CC(=O)NCCc1ccc(S(N)(=O)=O)cc1)S(=O)(=O)/C=C/c1ccccc1	-7%	5%	-9%	8	-23%	1	1	-1	4%	10%

Next section:
SMILES	MBNL1 CUG block	AT treatment	CXXC DNA block	KCNH2 3.1 inh	Integrin act MD	KCNH2 WT inh	FBPA coupling cs	TRPV1 agonist	S-ASM inh	GALK inh
Cc1cccc(NC(=O)c2ccccc2NC(=O)c2ccco2)c1	25%	-4%	-3%	-8	?	11	/	1	-7%	6%
O=C(C1CCCO1)N1CCN(c2ccccn2)CC1 (configuration not stated)	-1%	-5%	-6%	22	-11%	-7	0	0	2%	4%
O=C(NCCc1nnc2ccc(NCc3ccccc3Cl)nn12)c1ccccc1	-8%	12%	?	14	3%	-8	3	-3	-1%	-1%
CCn1c(SCc2nc3cc(OC)c(OC)cc3c(=O)[nH]2)nnc1-c1ccncc1	-3%	0%	0%	-7	-15%	-2	-1	-3	2%	3%
Cn1c(CCNC(=O)c2cccs2)nnc1SCC(=O)Nc1nc(-c2ccccc2)cs1	50%[activator]	4%	24%	8	-3%	3	3	4	-1%	1%
Cc1coc2cc3oc(=O)c(CCC(=O)NCCCN4CCOCC4)c(C)c3cc12	0%	3%	0%	-2	-5%	0	-2	1	20%	/
O=C(COc1ccc2c(c1)OCO2)Nc1nncs1	-3%	3%	0%	-15	7%	-1	0	-1	-1%	8%
COc1ccc2c(c1)OC1=C(C(=O)CCC1)C2C1=C(O)CCCC1=O (configuration not stated)	0%	-12%	6%	-2	28%	-5	0	0	0%	-1%
Cc1ccc(NC(=S)NNc2ncc(C(F)(F)F)cc2Cl)c(C)c1	-1%	0%	8%	2	-2%	-11	2	1	-1%	1%
CCCC[C@@H]1CNCCN1CC1(c2ccccc2)CC1	/	17%	/	-25	-2%	-5	/	3	8%	/
O=c1[nH]c(=S)[nH]c2c1C(c1cc([N+](=O)[O-])c(N3CCOCC3)cc1N1CCOCC1)O2 (configuration not stated)	2%	-2%	-17%	0	-7%	-1	-1	3	-1%	7%
O=C(c1cccn(Cc2ccc(Cl)c(Cl)c2)c1=O)N1CCOCC1	-5%	-15%	-8%	13	8%	19	13	/	2%	-1%
CCOC(=O)NC1Cc2ccccc2C1Sc1ccccn1 (configuration not stated)	-8%	?	5%	-4	9%	2	-3	-8	2%	-1%
COc1cccc(CNC(=O)CN2C(=O)CCSc3ccc(S(=O)(=O)N4CCCC4)cc32)c1	-5%	-1%	0%	-4	-6%	28	-3	3	-6%	9%
Cc1oc2ccc(OCc3ccc(Br)cc3)cc2c1C(=O)O	-13%	3.5µM*	-11%	-6	-4%	-4	-14	4	-2%	1%
N#CC1=C(N2CCOCC2)/C(=C\c2ccccc2)CC1	44%[activator]	7%	0%	7	20%	5	-1	11	7%	-2%
COc1ccc(CN2CCNC(=O)C2CC(=O)NCCc2nc(C)c(C)s2)c(OC)c1 (configuration not stated)	-3%	-8%	1%	26	-7%	1	-1	-1	0%	4%
CC(C)Cc1cc(C(=O)NCc2cccs2)no1	0%	1%	1%	-1	19%	7	-5	19	6%	0%
Cc1ccc(NC(=O)NNC(=O)c2snnc2C)cc1	/	-1%	3%	-4	-24%	/	3	-2	-2%	2%

Screens (PubChem)
